Assay outcomes deposited in PubChem BioAssay by several laboratories.
BioA inh = inhibitors of Mycobacterium tuberculosis BioA enzyme | purified M. tuberculosis BioA enzyme, plate reader | inhibition, % at 9.99 µM | 0.096% of 360,000 active | AID 602481; in the data active = inhibition above about 40%
SARS 3CLpro inh = SARS-CoV 3CLpro protease inhibition. P0C6X7. recombinant SARS-CoV 3CLpro, quenched FRET peptide cleavage. inhibition, % at 6 µM. 0.14% of 290,000 active; in the data active = inhibition above about 12%
SSB-PriA inh = blocks PriA binding to SSB C-terminal tail | AlphaScreen SSBct-PriA binding, biotinylated peptide | inhibition, % at 33 µM | 0.6% of 430,000 active | AID 1272365; in the data active = inhibition mostly above about 37%, no sharp cut-off; inactive = mostly below about 20%;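 note: plate controls were negative control peptide for no effect and reference peptide for full effect; strong numbers were not always called active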
Rv3671c inh = Rv3671c (M. tuberculosis) protease inhibition. P9WHR9. inhibition, % at 5.96 µM. 0.048% of 320,000 active; in the data active = inhibition above about 38%;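 note: extracellular domain of Rv3671c used as enzyme; 0% = enzyme with DMSO and 100% = no enzyme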
Target sequence (P9WHR9 whole entry, looked up, the tested form may be a part): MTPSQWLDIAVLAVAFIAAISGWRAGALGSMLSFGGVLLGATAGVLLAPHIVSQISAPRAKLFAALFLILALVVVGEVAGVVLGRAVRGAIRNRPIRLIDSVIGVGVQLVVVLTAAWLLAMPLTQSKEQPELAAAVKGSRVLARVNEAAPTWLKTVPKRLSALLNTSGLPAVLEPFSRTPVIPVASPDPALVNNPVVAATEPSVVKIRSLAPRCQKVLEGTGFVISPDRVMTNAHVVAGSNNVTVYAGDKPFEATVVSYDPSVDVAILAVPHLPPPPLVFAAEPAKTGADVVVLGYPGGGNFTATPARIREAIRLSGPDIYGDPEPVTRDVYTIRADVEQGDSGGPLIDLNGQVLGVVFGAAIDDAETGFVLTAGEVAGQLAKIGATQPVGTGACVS
Mtb UGM inh = Mtb UDP-galactopyranose mutase inhibition | P9WIQ1 | purified UGM, fluorescence polarization probe displacement | inhibition, % at 10 µM | 0.06% of 320,000 active; in the data active = inhibition above about 10%, passing the limit was not always enough
Mtb FBA inh = inhibits M. tuberculosis FBA enzyme. P9WQA3. 2.3% of 360,000 active. inhibition, % at 1 µM. AID 588726. purified M. tuberculosis FBA, fluorescence read-out; in the data active = inhibition above about 27%;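 note: 0% = vehicle and 100% = reference inhibitor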
Target sequence (P9WQA3 whole entry, looked up): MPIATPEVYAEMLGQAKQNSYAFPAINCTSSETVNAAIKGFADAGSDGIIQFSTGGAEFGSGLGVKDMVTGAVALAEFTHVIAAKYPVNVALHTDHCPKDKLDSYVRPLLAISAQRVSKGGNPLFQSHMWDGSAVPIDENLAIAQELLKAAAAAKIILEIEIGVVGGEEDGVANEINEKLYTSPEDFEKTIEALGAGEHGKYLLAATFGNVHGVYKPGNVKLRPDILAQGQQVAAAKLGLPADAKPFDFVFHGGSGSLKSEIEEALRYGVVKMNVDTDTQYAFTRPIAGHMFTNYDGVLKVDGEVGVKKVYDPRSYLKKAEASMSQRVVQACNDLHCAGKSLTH
Vc quorum ag = quorum light induction in luxS cqsA deficient V. cholerae. V. cholerae BH1578 lux reporter, luminescence, 6 h. activation, % at 18.7 µM. 0.16% of 350,000 active. AID 588436; in the data active = activation mostly above about 9.7%, no sharp cut-off; note: not every result past the cut was called active; inactives centre near 0; reference of the scale not given here
DUSP3 inh = inhibitors of human VHR1 phosphatase (DUSP3) | P51452 | recombinant VHR phosphatase, pNPP absorbance | inhibition, % at 13.3 µM | 0.52% of 290,000 active | AID 1654; in the data active = inhibition above about 50%; note: some compounds called inactive have numbers as strong as hits
Target sequence (P51452 whole entry, looked up): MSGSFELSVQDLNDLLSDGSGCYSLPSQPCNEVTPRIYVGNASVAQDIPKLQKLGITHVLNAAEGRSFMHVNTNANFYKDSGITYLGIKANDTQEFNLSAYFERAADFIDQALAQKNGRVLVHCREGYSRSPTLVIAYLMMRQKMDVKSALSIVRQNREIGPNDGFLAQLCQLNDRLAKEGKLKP
MazF activator = increases E. coli MazEF RNase cleavage of RNA; P0AE70; FAM/BHQ RNA-DNA oligo cleavage fluorescence, 5 h; activation, % at 20 µM; 0.32% of 350,000 active; in the data active = activation above about 50%
Target sequence (P0AE70 whole entry, looked up): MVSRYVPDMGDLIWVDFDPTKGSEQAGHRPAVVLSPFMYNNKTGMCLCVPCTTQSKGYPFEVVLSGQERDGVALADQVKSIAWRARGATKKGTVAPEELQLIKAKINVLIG
GDH-TPI counter = counter-screen for M. tuberculosis FBA inhibitors: GDH-TPI coupled enzymes; GDH-TPI coupled enzyme counterscreen, NADH absorbance; inhibition, % at 4.8 µM; 1.2% of 360,000 active; AID 588335; in the data active = inhibition above about 30%;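 note: 0% = DMSO wells and 100% = wells lacking the enzyme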
Starred values were filed as active, the others as inactive; i = inactive; / = no result given; & = joins results of further samples.

SMILES | BioA inh | SARS 3CLpro inh | SSB-PriA inh | Rv3671c inh | Mtb UGM inh | Mtb FBA inh | Vc quorum ag | DUSP3 inh | MazF activator | GDH-TPI counter
CCCCC(=O)NC1=NC(=O)C(C)(C)S1 | -0.3 | -6 | -7 | -1 | -0.2 | 1 | -5.4 | 12 | -1 | 7
COc1ccc(NC(=O)C2CCN(C(=O)C3CC(=O)N(c4ccc(C)cc4)C3)CC2)cc1 (centres undefined) | -2.3 | -2 | -7 | / | / | -2 | i | -7 | -6 | 11
CC1(C)CC2CC(C)(CN2C(=O)NC(=O)c2ccccc2)C1 (centres undefined) | 1.2 | -5 | -12 | -5 | / | -3 | -0.5 | 9 | 3 | -4
CC1(C)N=C(N)NC(Nc2ccccc2Cl)=N1 | -1.8 | 1 | -11 | 0 | -1.4 | 1 | -0.2 | 26 | 1 | -7
Cc1cc(=O)[nH]c2c1cnn2C(C)c1ccccc1 (centres undefined) | -1.2 | -5 | -15 | 1 | 1.1 | 3 | i | 17 | 3 | 2
O=C(C(Cl)Cl)N1CCN(Cc2ccc3c(c2)OCO3)CC1 | -0.8 | -3 | -3 | 1 | 2.3 | 0 | i | 0 | 5 | 2
C=CCn1c(=O)/c(=C\c2ccccn2)s/c1=C(/C#N)C(=O)NCC1CCCO1 (centres undefined) | / | -2 | / | 0 | 9.6 | 1 | -0.4 | 11 | 264* | -3
Cc1ccc(C(=O)N2CCN(CCNC(=O)C(=O)NCc3ccc(Cl)cc3)CC2)cc1 | -1.8 | 0 | -6 | 1 | -2.0 | 2 | -0.4 | -9 | -2 | 9
COc1ccc(OCC(=O)Nc2cccc(NC(=O)COc3ccc(OC)cc3)n2)cc1 | -0.9 | -2 | -11 | -1 | 1.7 | 3 | -0.4 | -18 | -12 | 17
O=C(Nc1ccccc1Br)C1CC(=O)N(c2ccc3c(c2)OCCO3)C1 (centres undefined) | -1.8 | / | -3 | -5 | 1.4 | -1 | 1.4 | / | 4 | 3
Cc1nc(C)c(C(=O)Nc2ccc(Oc3ccccc3)cc2)o1 | 12 | 0 | -6&-16 | 2 | 5.7 | -3 | -1.0 | 2 | 0 | -4
CCN(C(=O)COc1ccccc1[N+](=O)[O-])C1CCS(=O)(=O)C1 (centres undefined) | 0.2 | -1 | -1 | 2 | -2.2 | 0 | i | -2 | 2 | 1
CCc1nc2c(OCc3ccc(F)cc3)cccn2c1N(C)C(=O)COc1ccccc1 | 4.6 | / | / | / | / | 1 | 0.5 | / | / | 13
CCN1C[C@@H]2[C@@H]3C(=O)N(C)C(=O)[C@@H]3[C@](CC)(C1=O)N2C(=O)c1ccc(C(C)(C)C)cc1 | -0.5 | / | 4 | 2 | -3.2 | 3 | 0.4 | / | 6 | -8
Cc1ccc(C(=O)Nc2nc(=O)n(C(=O)c3ccccc3C)s2)cc1 | 2.2 | -2 | -3 | -3 | 0.8 | 0 | i | 33 | 0 | 6
COc1ccccc1C(=O)O/N=C(\c1ccccc1)c1ccncc1 | / | -2 | / | -2 | -0.8 | 2 | -0.2 | 10 | 4 | -2
O=C(CCCOc1ccccc1)Nc1ccc(Cl)c(S(=O)(=O)N2CCOCC2)c1 | -1.0 | / | -16 | -3 | 1.7 | -2 | i | / | 9 | 7
COC(=O)[C@H](Cc1ccccc1)NC(=O)N1Cc2ccccc2C[C@H]1C(=O)OC | 0.4 | -4 | -17 | 6 | -0.8 | 2 | i | 18 | -6 | 8
CC(C)Sc1nc2ccccc2n2cnnc12 | -1.4 | 2 | -1 | 6 | -6.2 | 2 | -0.2 | 15 | 1 | 7
COc1ccc(CCNC(=O)COc2cc(C)cc3oc(=O)c(C)c(C)c23)cc1OC | -0.3 | / | -14 | / | / | 2 | -0.5 | / | 4 | 5
Cc1ccc(-c2nn(CCC(=O)O)cc2/C=C\C(=O)c2ccc(Br)cc2)cc1 | / | 0 | 6 | 0 | -0.7 | 0 | i | 22 | -27 | 24
COc1ccc(C2CC(C(F)(F)F)n3nc(C(=O)O)c(Cl)c3N2)cc1OC (centres undefined) | -1.0 | -3 | -8 | 2 | 5.0 | -2 | 0.3 | 19 | 3 | 7
O=C(Nc1ccc2c(c1)OCCO2)N1CCN(c2ccc(F)cc2)CC1 | 1.1 | -1 | -5 | 20 | -4.8 | 1 | -1.0 | 10 | 2 | 0
Cc1cc(F)ccc1C(O)c1ncc(-c2ccc3ccccc3c2)[nH]1 (centres undefined) | 0.4 | / | / | / | / | 17 | -0.7 | / | / | 12
COc1ccc(N2C(=O)CC(Sc3nnc(-c4ccccc4)o3)C2=O)cc1 (centres undefined) | 0.6 | 2 | 4 | 0 | 1.1 | 15 | / | -2 | 3 | -3
Nc1ccc2c(Cl)cc(Cl)cc2c1 | 1.0 | / | / | / | / | -1 | 1.1 | / | 4 | 1
CCOC(=O)c1cccc(NC(=O)CN(c2ccc(C)cc2)S(=O)(=O)c2c(C)noc2C)c1 | 0.9 | 8 | -10 | -89 | 4.1 | 1 | -0.6 | 5 | -3 | 5
OCCN(CCO)CC(O)COc1ccc2c(c1)OCO2 (centres undefined) | -0.9 | -1 | -10 | -2 | -0.4 | 0 | -0.4 | 14 | 4 | 4
CC(CNC(=O)Cn1cnc2c(NCc3ccccc3)ncnc21)c1ccccc1 (centres undefined) | -1.9 | / | 8 | / | / | 2 | i | / | 3 | -8
Nc1nn(S(=O)(=O)c2ccccc2)cc1-c1ccc([N+](=O)[O-])cc1 | 1.0 | 4 | 28 | 0 | 1.0 | 1 | 0.1 | 4 | 1 | -2

Five compounds picked at random from those above, as already listed:
SMILES | BioA inh | SARS 3CLpro inh | SSB-PriA inh | Rv3671c inh | Mtb UGM inh | Mtb FBA inh | Vc quorum ag | DUSP3 inh | MazF activator | GDH-TPI counter
CC(CNC(=O)Cn1cnc2c(NCc3ccccc3)ncnc21)c1ccccc1 (centres undefined) | -1.9 | / | 8 | / | / | 2 | i | / | 3 | -8
Nc1ccc2c(Cl)cc(Cl)cc2c1 | 1.0 | / | / | / | / | -1 | 1.1 | / | 4 | 1
OCCN(CCO)CC(O)COc1ccc2c(c1)OCO2 (centres undefined) | -0.9 | -1 | -10 | -2 | -0.4 | 0 | -0.4 | 14 | 4 | 4
Nc1nn(S(=O)(=O)c2ccccc2)cc1-c1ccc([N+](=O)[O-])cc1 | 1.0 | 4 | 28 | 0 | 1.0 | 1 | 0.1 | 4 | 1 | -2
O=C(Nc1ccc2c(c1)OCCO2)N1CCN(c2ccc(F)cc2)CC1 | 1.1 | -1 | -5 | 20 | -4.8 | 1 | -1.0 | 10 | 2 | 0

The list goes on.
SMILES | BioA inh | SARS 3CLpro inh | SSB-PriA inh | Rv3671c inh | Mtb UGM inh | Mtb FBA inh | Vc quorum ag | DUSP3 inh | MazF activator | GDH-TPI counter
COc1cc(C)c(Cl)cc1S(=O)(=O)NCC1CCCO1 (centres undefined) | -0.3 | 1 | 0 | 7 | -1.9 | -1 | 5.7 | -1 | 9 | -3
COc1cc(/C=N/NC(=S)Nc2cccc(Cl)c2C)ccc1OCC(=O)N1CC(C)OC(C)C1 (centres undefined) | 0.0 | 8 | / | 6 | 0.1 | -2 | -0.2 | -12 | 10 | 33*
CN(C)c1ccc(NC(=O)c2ccc3nsnc3c2)cc1 | -1.3 | 5 | 13 | 6 | -1.5 | -3 | i | 5 | 2 | 16
O=C(NC1CCCC1)C(c1ccc(F)cc1)N(C(=O)Cc1cccs1)c1ccc2c(c1)OCCO2 (centres undefined) | -7.0 | 2 | -2 | -7 | -2.2 | -2 | -0.2 | 41 | -5 | -2
O=C(CSc1nnc2ncccn12)N1CCCCCC1 | / | -7 | 0 | -5 | -2.0 | 7 | 2.2 | 6 | 2 | 10
COc1ccccc1CNC(=O)N1CCN(c2ccccc2C)CC1 | -0.7 | 0 | -5 | -11 | 0.3 | 2 | i | -27 | 6 | -7
O=C(NCCOCCNC(=O)OCc1ccccc1)OCc1ccccc1 | -0.5 | -2 | -10 | -11 | 2.1 | 0 | -0.1 | 16 | 5 | -3
CC1CCCCN1CCCNC(=O)c1ccc(NC(=O)C2=CSCCO2)cc1 (centres undefined) | 4.7 | 3 | -3 | 8 | 3.9 | 5 | i | 19 | 13 | 14
Cc1cc(-c2nnc(SCC(=O)Nc3cccc(F)c3)n2N)n[nH]1 | 1.2 | -4 | 3 | -5 | 1.1 | 1 | -0.2 | -18 | 7 | -2
CS(=O)(=O)c1ccc(Cl)c(NC(=O)COC(=O)c2cccc(S(=O)(=O)N3CCCC3)c2)c1 | -0.6 | / | -1 | -2 | 3.1 | 1 | i | / | -4 | -2
CC(=O)Nc1scc(-c2ccccc2)[n+]1-c1ccc(C)cc1 | / | -1 | -9 | -1 | 4.5 | -1 | 1.4 | 2 | 5 | -2
Cc1cc(C)cc(N(CC(=O)NC2CCCC2)C(=O)CNC(=O)c2ccco2)c1 | -0.9 | 1 | -14 | 2 | -1.4 | 5 | -0.1 | 12 | 7 | 7
CC(=O)C1=C(C)Nc2ncnn2C1c1ccccc1F (centres undefined) | 0.1 | -3 | -3 | 4 | 0.9 | 4 | 0.9 | 26 | 11 | 13
CC(C)=C(NC(=O)c1ccco1)C(=O)NCCc1nc2ccccc2[nH]1 | -2.4 | -4 | -22 | 10 | 2.3 | 1 | -0.5 | -16 | -2 | 3
CCc1cc2c(C)cc(=O)oc2cc1Oc1ncccc1[N+](=O)[O-] | / | 3 | / | 1 | -0.9 | / | / | 24 | / | /
CSc1nc(-c2ccccc2)c(C#N)c(=O)n1C | 0.9 | 2 | -18 | 12 | 2.1 | 2 | -0.2 | 14 | -1 | 2
COC(=O)c1c(NC(=O)c2ccccc2)sc(C(=O)c2ccccc2)c1C | -1.0 | 0 | -12 | 9 | 0.5 | -3 | -0.6 | -8 | 10 | 10
CC(=O)c1ccc(NC(=O)Cn2cnc(S(=O)(=O)N3CCCCC3)c2)cc1 | 1.3 | -4 | -1 | 7 | -1.6 | -2 | -0.4 | 6 | -3 | 8
COC(=O)N/N=C\c1cc2c(cc1Br)OCO2 | -2.1 | 2 | / | 3 | 1.7 | -2 | -0.2 | -3 | -13 | 11
Cc1cc(OCC(=O)NNC(=O)c2cccs2)ccc1Br | -0.8 | -2 | 7 | -3 | 1.5 | -3 | -0.5 | 25 | 2 | 0
Cc1ccc(NC(=O)NC2CC(=O)N(c3ccc4c(c3)OCCO4)C2)c(C)c1 (centres undefined) | / | / | 16 | 2 | -1.7 | -2 | -0.7 | / | 9 | -4
COc1ccc(NC(=O)N2CCCC2C(=O)NCCc2ccccc2)cc1 (centres undefined) | 0.4 | 4 | -3 | / | -1.4 | 4 | 0.2 | 1 | 3 | -2
COc1cc(OC)cc(-c2c(-c3ccsc3)c3cc(Br)ccc3n2C)c1 | -1.2 | / | 0 | 10 | -0.6 | 3 | i | / | -4 | 12
CCOC(=O)c1cn2c(C)cccc2n1 | / | -1 | -8 | 5 | 1.5 | -6 | i | 13 | -1 | -5
Cc1sc2nc(CSCC(=O)N(C)c3ccccc3)[nH]c(=O)c2c1C | -0.1 | -1 | -7 | -12 | -0.2 | -1 | i | 4 | -18 | 2
O=C(NCC(=O)N1CCN(c2ccccc2O)CC1)c1ccc(Br)o1 | -0.8 | / | -1 | -2 | -0.3 | 1 | i | / | 0 | 5
CCOc1cc2[nH]c(=S)n(CCC(=O)NCc3ccc(OC)cc3)c(=O)c2cc1OCC | -0.2 | -2 | -6 | 4 | -2.0 | 1 | / | 10 | -31 | -2
CN(CC(=O)Nc1ccccc1C(F)(F)F)C(=O)c1cc(Cl)nc2ccccc12 | / | / | 5 | 4 | 0.7 | -1 | i | / | 4 | -3
CC(=O)OCCN(CCCn1c(-c2ccncc2)nc2ccccc21)c1nc(-c2ccc(C)cc2)cs1 | -0.7 | -3 | 1 | 0 | 3.0 | 0 | -0.4 | 10 | 1 | 7
COC(=O)[C@H]1C[C@H](OC(=O)NC2CCCC2)[C@@]2(O)CN(S(=O)(=O)c3ccc(C)cc3)CC2[C@H]1C(=O)OC (some centres undefined) | 0.3 | / | / | / | / | -1 | -0.4 | / | 4 | 0
CC(C)(C)C(=O)N1CCC(O)(CS(=O)(=O)c2ccc(Cl)c(Cl)c2)CC1 | / | -2 | -7 | 10 | / | 7 | i | 6 | -4 | -1

Not all compounds are listed; the hit share may differ from the screen's.
